Bioassay records (PubChem)
Scp-1 inhibitor – blocks human Scp-1 phosphatase activity. Recombinant Scp1, phosphopeptide, malachite green phosphate absorbance. inhibition, % at 20 µM. 340,000 tested, 0.88% active. AID 493091;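 active = inhibition above about 50% at 20 µM, limit read from the data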;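 also: plate controls were DMSO wells with enzyme for no effect and wells lacking enzyme for full effect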
Target sequence (Q9GZU7 76-261 limits assumed): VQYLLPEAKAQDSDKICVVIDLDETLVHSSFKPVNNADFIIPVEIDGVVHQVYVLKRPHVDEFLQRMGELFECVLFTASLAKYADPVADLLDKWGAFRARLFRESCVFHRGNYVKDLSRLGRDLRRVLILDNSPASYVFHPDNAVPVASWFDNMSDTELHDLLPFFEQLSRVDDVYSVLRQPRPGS
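Material – SCP-1 phosphatase catalytic domain, residues 76-261 · Buffer or medium – Acidic Tris acetate buffer with magnesium and detergent · Also added – Phospho 17-mer peptide substrate · Compound – single 20 µM dose, 1% DMSO · Times – 45 min room-temperature reaction, 5 min colour, 30 min stabiliser · Technique – Phosphate-binding colour reagent, absorbance read at 630 nm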
MT1-MMP act inh – inhibitors of human MT1-MMP activation | GFP/RFP ratio change, % at 20 µM | 360,000 tested, 0.061% active | HT1080 RFP-PRO-GFP cells, GFP/RFP ratio fluorescence, overnight; percent of plate control window, DMSO zero | AID 651647 | P50281;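 active = GFP/RFP ratio change of at least 30% with cell ATP level not reduced by more than half and red fluorescence within 50% of control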; also: strong numbers were not always called active
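Read-out: GFP/RFP fluorescence ratio; Test system: RFP-PRO-GFP reporter HT1080 cells; Compound dosing: single-point 20 µM compound, 1% DMSO; Times: overnight compound exposure at 37 °C.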
CendR NRP1 mod – alters CendR peptide binding to human NRP-1 | FAM-RPARPAR peptide binding to NRP-1, fluorescence polarization | inhibition, % at 25 µM | 360,000 tested, 0.85% active | AID 602438;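 active = inhibition or corrected inhibition above about 18%, plus a signal ratio from 0.5 to 1.5, limit read from the data, passing the limit was not always enough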; also: strong numbers were not always called active
SKN-1 inh – blocks SKN-1 activity in C. elegans; C. elegans VP596 Pgst-4::GFP/RFP ratio, acrylamide-induced, 24 h; inhibition, % at 21.8 µM; 360,000 tested, 0.49% active;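 active = interference check ratio from 0.5 to 1.5 plus GFP to RFP signal ratio inhibition reaching or exceeding a fixed threshold, cut at about 30% in these data, passing the limit was not always enough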; also: some compounds called inactive have numbers as strong as hits
DNMT1 inh – blocks human DNA methyltransferase DNMT1 | DNMT1 molecular beacon, Hinp1I cleavage, fluorescence | AID 588458 | P26358 | inhibition (reported as % activation of signal), % at 10 µM | 360,000 tested, 0.83% active; in the data active = inhibition above about 50%
LMPTP inh – blocks human LMPTP phosphatase; P24666; recombinant LMPTP-A, OMFP fluorogenic substrate, fluorescence intensity; inhibition, % at 20 µM; 360,000 tested, 0.22% active; AID 651560;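 active = compounds that cut the enzyme signal by at least half of the control window in the single-dose screen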;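 also: plate controls were DMSO wells with enzyme plus substrate for no effect and substrate without enzyme for full effect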
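Assay system: LMPTP-A phosphatase enzyme | Input: 0.625 nM enzyme | Also added: Fluorogenic phosphatase substrate OMFP at 400 µM final | Compound dosing: One test concentration per compound, 20 µM, with 3% DMSO overall | Schedule: 50 min enzyme reaction at room temperature, protected from light | Signal: Fluorescence intensity | Benchmarks: no-enzyme and uninhibited controls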
STEP inh – blocks human striatal-enriched tyrosine phosphatase | P54829 | recombinant STEP, OMFP fluorogenic substrate, fluorescence | inhibition, % at 20 µM | 360,000 tested, 0.25% active;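 active = inhibition at 20 µM, scaled per plate between control wells, above about 37%, limit read from the data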;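 also: 0% = DMSO with enzyme and substrate and 100% = substrate only without enzyme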
Target sequence (P54829 whole entry, looked up): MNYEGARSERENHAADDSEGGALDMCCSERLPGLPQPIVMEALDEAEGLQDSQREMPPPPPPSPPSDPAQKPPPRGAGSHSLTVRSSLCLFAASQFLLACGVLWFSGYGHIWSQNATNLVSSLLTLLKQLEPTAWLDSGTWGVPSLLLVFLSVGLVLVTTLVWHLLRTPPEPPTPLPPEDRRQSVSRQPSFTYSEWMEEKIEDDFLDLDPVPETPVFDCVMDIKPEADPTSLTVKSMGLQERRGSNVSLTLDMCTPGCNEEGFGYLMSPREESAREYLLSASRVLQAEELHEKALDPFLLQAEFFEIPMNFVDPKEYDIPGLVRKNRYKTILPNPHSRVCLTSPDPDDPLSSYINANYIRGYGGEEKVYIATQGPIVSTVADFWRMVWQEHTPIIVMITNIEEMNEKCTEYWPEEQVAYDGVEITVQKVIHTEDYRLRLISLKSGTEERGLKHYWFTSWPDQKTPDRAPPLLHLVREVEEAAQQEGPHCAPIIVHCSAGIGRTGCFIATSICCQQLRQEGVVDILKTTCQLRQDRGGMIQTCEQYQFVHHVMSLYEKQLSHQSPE
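Assay system: isolated STEP enzyme / Timing: 20 min at room temperature, dark / Doses: 20 µM, 1% DMSO / Technique: fluorescence intensity, excitation 480 nm, emission 540 nm / Reagent: fluorogenic phosphatase substrate OMFP at 25 µM final / Measure: percent inhibition scaled to no-enzyme and uninhibited-enzyme controls, plate-pattern corrected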
SUMO1 PPI mod – SUMO1-SIM interaction modulation. P63165. SUMO1 binding to a labelled peptide, TR-FRET, 1 h. inhibition, % at 20 µM. 360,000 tested, 0.33% active. AID 602429; in the data active = inhibition above about 37%
Rpn11 inh – inhibitors of human proteasome Rpn11. human 26S proteasome, Ub4-pepOG fluorescence polarization; 20S core pre-blocked with epoxomicin. calls only at 20 µM. 360,000 tested, 0.59% active;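 active = inhibition at 20 µM, scaled to each plate's controls, above about 33%, limit read from the data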
Target sequence (O00487 whole entry, looked up): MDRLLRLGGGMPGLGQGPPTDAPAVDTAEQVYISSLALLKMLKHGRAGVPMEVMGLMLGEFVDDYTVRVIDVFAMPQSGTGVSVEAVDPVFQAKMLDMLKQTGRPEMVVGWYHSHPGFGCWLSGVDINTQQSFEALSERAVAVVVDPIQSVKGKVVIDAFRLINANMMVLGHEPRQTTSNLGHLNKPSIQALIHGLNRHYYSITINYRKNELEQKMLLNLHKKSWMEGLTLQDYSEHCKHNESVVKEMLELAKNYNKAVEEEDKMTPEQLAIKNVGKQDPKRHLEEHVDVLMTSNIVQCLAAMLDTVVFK
NadD block – blocks S. aureus nicotinate mononucleotide adenylyltransferase. purified NadD enzyme, colorimetric absorbance read-out. inhibition, % at 20 µM. 360,000 tested, 0.78% active. AID 602399; in the data active = inhibition above about 26%; also: some compounds past the cut are filed as inactive
* = called active by the depositor; i = inactive; nt = not tested or not shown. The order is random; overall some 3.9% were active at least once.

SMILES | Scp-1 inhibitor | MT1-MMP act inh | CendR NRP1 mod | SKN-1 inh | DNMT1 inh | LMPTP inh | STEP inh | SUMO1 PPI mod | Rpn11 inh | NadD block
Cc1ccc(S(=O)(=O)N(C)C)cc1NC(=O)COC(=O)CN1C(=O)c2ccccc2C1=O | -6 | -3 | 2 | -3 | 5 | -1.5 | -3 | -7 | i | 1
Cc1cc(O)c(C(C)C)cc1NC(=O)c1cccc(Cl)c1 | -9 | 4 | -9 | 20 | -1 | 0.7 | -2 | -2 | i | 1
CC(Nc1cc(N2CCN(S(=O)(=O)N(C)C)CC2)ccc1[N+](=O)[O-])c1ccccc1 (stereo not drawn) | -8 | -1 | 8 | -3 | -1 | 0.7 | 1 | -10 | i | -3
CSCCC(NC(N)=O)C(=O)NCc1ccccc1Cl (stereo not drawn) | -9 | 2 | -4 | -10 | 0 | -0.4 | 1 | 1 | i | -1
COc1ccc(C(=O)N(C)[C@H]2C[C@H]3c4[nH]c5ccccc5c4CCN3C(=O)[C@H]2CO)cc1 | nt | 4 | -35 | -2 | 2 | -1.7 | 1 | 2 | i | 4
CCCCC(CC)C(=O)Nc1cccc(SC)c1 (stereo not drawn) | -4 | 2 | 8 | 10 | 1 | 0.8 | 1 | 4 | i | -2
CCOC(=O)C1(C)NC(c2ccco2)C2C(=O)N(c3ccc(C)cc3)C(=O)C21 (stereo not drawn) | -1 | -2 | 0 | 19 | 0 | -1.2 | 1 | -1 | i | 6
CCN1CCCC1CNC(=O)Cn1cc2c(n1)CCC(C)C2 (stereo not drawn) | -8 | -8 | -12 | 13 | -3 | -2.7 | -1 | -3 | i | -5
C=CCN1C(=O)/C(=C\c2ccc(OC(=O)c3ccco3)c(OC)c2)SC1=S | 4 | -10 | -20 | -3 | -3 | 2.9 | 3 | -13 | i | -6
Cc1nn(C)c(C)c1NC(=O)COc1ccccc1C#N | -2 | 6 | -16 | -6 | 2 | -1.7 | -1 | 1 | i | -1
O=c1c2ccccc2cnn1Cc1nnc(-c2cccs2)o1 | -3 | 1 | -11 | 15 | 0 | -0.9 | 1 | 5 | i | -7
O=C(O)c1ccc2nc(CO)[nH]c2c1 | -5 | 8 | 7 | 0 | 0 | -1.5 | 2 | 3 | i | 0
N#Cc1cnc2nc1NCCCCCCC2 | nt | -2 | 4 | 7 | 5 | -1.8 | 0 | 1 | i | -3
O=C(NCCSc1c[nH]c2ccccc12)c1ccco1 | -12 | 1 | 5 | 3 | -3 | -2.4 | -3 | -1 | i | -3
O=NN(CCF)C(=O)NC1CCS(=O)(=O)CC1 | nt | 4 | 5 | -10 | nt | -0.8 | nt | 2 | nt | -7

11 compounds already listed, sorted by SMILES length, smallest number first:
SMILES | Scp-1 inhibitor | MT1-MMP act inh | CendR NRP1 mod | SKN-1 inh | DNMT1 inh | LMPTP inh | STEP inh | SUMO1 PPI mod | Rpn11 inh | NadD block
N#Cc1cnc2nc1NCCCCCCC2 | nt | -2 | 4 | 7 | 5 | -1.8 | 0 | 1 | i | -3
O=C(O)c1ccc2nc(CO)[nH]c2c1 | -5 | 8 | 7 | 0 | 0 | -1.5 | 2 | 3 | i | 0
CSCCC(NC(N)=O)C(=O)NCc1ccccc1Cl (stereo not drawn) | -9 | 2 | -4 | -10 | 0 | -0.4 | 1 | 1 | i | -1
O=C(NCCSc1c[nH]c2ccccc12)c1ccco1 | -12 | 1 | 5 | 3 | -3 | -2.4 | -3 | -1 | i | -3
Cc1nn(C)c(C)c1NC(=O)COc1ccccc1C#N | -2 | 6 | -16 | -6 | 2 | -1.7 | -1 | 1 | i | -1
O=c1c2ccccc2cnn1Cc1nnc(-c2cccs2)o1 | -3 | 1 | -11 | 15 | 0 | -0.9 | 1 | 5 | i | -7
CCN1CCCC1CNC(=O)Cn1cc2c(n1)CCC(C)C2 (stereo not drawn) | -8 | -8 | -12 | 13 | -3 | -2.7 | -1 | -3 | i | -5
C=CCN1C(=O)/C(=C\c2ccc(OC(=O)c3ccco3)c(OC)c2)SC1=S | 4 | -10 | -20 | -3 | -3 | 2.9 | 3 | -13 | i | -6
CCOC(=O)C1(C)NC(c2ccco2)C2C(=O)N(c3ccc(C)cc3)C(=O)C21 (stereo not drawn) | -1 | -2 | 0 | 19 | 0 | -1.2 | 1 | -1 | i | 6
Cc1ccc(S(=O)(=O)N(C)C)cc1NC(=O)COC(=O)CN1C(=O)c2ccccc2C1=O | -6 | -3 | 2 | -3 | 5 | -1.5 | -3 | -7 | i | 1
CC(Nc1cc(N2CCN(S(=O)(=O)N(C)C)CC2)ccc1[N+](=O)[O-])c1ccccc1 (stereo not drawn) | -8 | -1 | 8 | -3 | -1 | 0.7 | 1 | -10 | i | -3

Continued.
SMILES | Scp-1 inhibitor | MT1-MMP act inh | CendR NRP1 mod | SKN-1 inh | DNMT1 inh | LMPTP inh | STEP inh | SUMO1 PPI mod | Rpn11 inh | NadD block
CCCC(=O)Nc1ncnc2c1ncn2[C@@H]1O[C@@H]2OP(=O)(O)OC[C@H]2[C@H]1OC(=O)CCC | -4 | 0 | 6 | -11 | -1 | -1.3 | -4 | -4 | i | -2
CCOc1cc(-c2nc(C)c(C(C)=O)n2O)ccc1OCC(=O)Nc1ccc(F)cc1 | -5 | 6 | -1 | 3 | -3 | 1.3 | 1 | 6 | i | 3
N/C(=N\OC(=O)c1ccco1)c1cccc(Br)c1 | -4 | 1 | -3 | 57* | 1 | 2.2 | -1 | 1 | i | -2
CC(=O)c1cccc(NC(=O)/C(=C\c2cccnc2)NC(=O)c2ccco2)c1 | -10 | 0 | 0 | -6 | 0 | -1.6 | -4 | -5 | i | 3
Cc1ccc(NC(=O)C2(C)CCN2CCc2ccccc2)cc1O (stereo not drawn) | nt | 2 | 0 | 14 | 0 | 1.8 | 1 | -1 | i | -6
O=C(c1cc2n(n1)C(C(F)(F)F)CC(c1ccco1)N2)N1CCc2ccccc2C1 (stereo not drawn) | -8 | -5 | -1 | 2 | -9 | 0.6 | 1 | 0 | i | 4
Cc1ccc(-c2nnc(CCC(=O)NCc3csc(C)n3)o2)s1 | -14 | 2 | 2 | -5 | 1 | -0.8 | -1 | -2 | i | -6
COC(=O)Cc1cc(=O)n2[nH]c(C(F)(F)F)nc2n1 | -2 | -2 | 13 | 9 | -2 | -0.5 | -2 | 0 | i | 3
O=C(c1ccccc1)c1ccc(Oc2ccc([N+](=O)[O-])cc2[N+](=O)[O-])cc1 | -21 | -3 | 11 | 10 | 17 | 3.1 | 0 | -28 | i | -5
CC1=CC(C)(C)[N+](C)(C)c2ccc(C)cc21 | 25 | 1 | 38* | 9 | 4 | 1.5 | 2 | 5 | i | 6
CCNC(=S)N1CCCC(C(N)=O)C1 (stereo not drawn) | -3 | 2 | -2 | 6 | 0 | -0.8 | -5 | 0 | i | 6
CC(C)[C@H](NC(=O)OC(C)(C)C)c1cc(C(=O)N(C)CCN(C)C)c(N)s1 | nt | -2 | -6 | 6 | nt | -6.7 | nt | -5 | nt | nt
CCCCCCC(=O)N(O)C1CC(=O)N(c2ccc(Cl)cc2)C1=O (stereo not drawn) | -3 | 10 | 5 | 24 | -3 | -1.8 | -1 | -2 | i | -6
COc1ccc(CNC(=O)Cn2ncn3c(cc4ccccc43)c2=O)cc1 | -2 | -1 | -2 | -8 | 13 | 12 | 4 | -2 | i | -8
CCC(=O)OCC(=O)Nc1cc(S(=O)(=O)N(C)C)ccc1Cl | -6 | 2 | -11 | 3 | -1 | -1.6 | -3 | 0 | i | -4
CCOC(=O)Nc1sc(C(=O)N(CC)CC)c(C)c1C(=O)OCC | -5 | -5 | -7 | 3 | 0 | -0.3 | -2 | -6 | i | 10
Cn1c(N)c(C(=O)COC(=O)/C=C/c2cccc(Cl)c2)c(=O)n(C)c1=O | -8 | 11 | 7 | -7 | 66* | 12 | 0 | -10 | i | 0
Cn1c(=O)n(CCOc2ccccc2Cl)c2ccccc21 | -1 | 6 | 8 | 5 | -4 | 0.6 | 0 | -3 | i | -1
Cc1ccc2c(c1)nnn2C1CCN(S(=O)(=O)c2cccc(S(=O)(=O)N(C)C)c2)CC1 | -5 | -1 | 23 | 7 | -2 | -0.4 | 2 | 4 | i | 5
COCCN(C(=O)COc1ccccc1C#N)c1c(N)n(Cc2ccccc2)c(=O)[nH]c1=O | -3 | -6 | -3 | 17 | 4 | -1.4 | -1 | 12 | i | -1
Cc1cccc(C)c1NS(=O)(=O)c1cc2c3c(c1)CCN3C(=O)CC2 | -6 | 4 | 7 | 1 | 3 | -1.5 | -1 | 2 | i | 1
COc1cc(/C=N/Nc2ccc(Cl)cc2)ccc1OC(=O)c1cccs1 | -4 | 5 | 4 | 0 | -6 | 0.0 | -3 | -1 | i | 11
O=C(CSc1ccccc1F)NCCN1C(=O)CSC1=O | 0 | -1 | -1 | 3 | -1 | 0.3 | -6 | 0 | i | 7
O=C(Cc1ccccc1)N1CCN(c2ncccn2)CC1 | 1 | 0 | 5 | 6 | 2 | -0.6 | -3 | 3 | i | -4
CCCN1CCC(NC(=O)CC2C(=O)NCCN2Cc2ccccc2C)CC1 (stereo not drawn) | 4 | -2 | -4 | -9 | -1 | -2.5 | -4 | 2 | i | -2
Cc1ccc(OCC(=O)Nc2oc(-c3ccccc3)c(-c3ccccc3)c2C#N)cc1 | -16 | -2 | 4 | -4 | 0 | 1.0 | 3 | -3 | i | 1
COc1ccc(C2Nc3ccccc3C(=O)N2c2ccc(C)cc2)cc1Cn1nc(C)c([N+](=O)[O-])c1C (stereo not drawn) | -5 | 0 | 0 | 15 | -2 | 1.4 | 2 | -1 | i | 11
COc1ccc(OCCOC(=O)c2nc3nccc(C)n3n2)cc1 | -4 | 4 | 5 | 5 | 0 | -0.3 | -3 | 1 | i | 1
Cc1ccc(-c2cc(C(=O)Nc3ccccc3C)c3ccccc3n2)o1 | 14 | -6 | -25 | -9 | 14 | 0.2 | 2 | 5 | i | 18
COc1ccc(-c2ccc3c(N)c(C(=O)NC(C)C)sc3n2)cc1OC | -4 | 4 | -10 | 21 | -8 | 1.2 | -3 | -16 | i | -4
COC(=O)c1ccc2c(=O)[nH]c(CCl)nc2c1 | 1 | 4 | -14 | -1 | 2 | 0.3 | -1 | 0 | i | -4
O=C(CN1CCOCC1)Nc1ccc(Cl)c(Cl)c1 | -7 | 3 | -4 | 7 | -1 | -0.2 | -2 | 1 | i | 3
